Screens deposited in PubChem by several laboratories.
GDH-TPI inh – GDH-TPI coupling enzyme inhibitors, primary screen, artefact control for M. tuberculosis FBA inhibitor project, biochemical, absorbance, full deck; GDH-TPI coupled enzyme counterscreen, NADH absorbance; inhibition, % at 4.8 µM; hit rate 1.2% among 360,000; AID 588335, 2011; in the data active means inhibition above about 30%;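 further: 0% = DMSO wells and 100% = wells lacking the enzyme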
TcdB GH inh – TcdB glycohydrolase inhibitors, primary screen, biochemical, single point, plate reader; Toxin B (Clostridioides difficile), P18177; TcdB glycohydrolase enzymatic assay; inhibition, % at 9.99 µM; hit rate 0.24% among 350,000; in the data active means inhibition above about 10%
Mtb FBA inh – Mtb FBA enzyme inhibitors, primary screen, biochemical, fluorescence, strain H37Rv; purified M. tuberculosis FBA, fluorescence read-out; inhibition, % at 1 µM; hit rate 2.3% among 360,000; AID 588726, 2011; in the data active means inhibition above about 27%;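 further: 0% = vehicle and 100% = reference inhibitor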
UGM FP inh – M. tuberculosis UGM enzyme inhibitors, primary screen, biochemical, fluorescence polarization, single point; hit rate 0.06% among 320,000; UDP-galactopyranose mutase (Mycobacterium tuberculosis (strain ATCC 25618 / H37Rv)), …; inhibition, % at 10 µM; AID 504406, 2011; purified UGM, fluorescence polarization probe displacement; in the data active means inhibition above about 10%, passing the limit was not always enough
FadD28 binding – inhibitors of FadD28 bisubstrate probe binding, primary screen, biochemical, fluorescence polarization, single point. inhibition, % at 12.5 µM. Mycobacterium tuberculosis FadD28 fatty-acid-AMP ligase. hit rate 0.22% among 360,000. AID 588549, 2011; in the data active means inhibition above about 8.5%, passing the limit was not always enough
BH1578 lux ind – inducers of Vibrio cholerae quorum light production without autoinducers, primary screen, BH1578 luxS cqsA deficient, single point. AID 588436, 2011. V. cholerae BH1578 lux reporter, luminescence, 6 h. hit rate 0.16% among 350,000. activation, % at 18.7 µM; in the data active means activation mostly above about 9.7%, no sharp cut-off; further: not every result past the cut was called active; inactives centre near 0; reference of the scale not given here
PfHsp40 yeast – rescue of yeast from PfHsp40 toxicity, primary screen, S. cerevisiae, ATP luminescence. S. cerevisiae expressing PfHsp40, growth rescue. growth rescue, % at 12.5 µM. hit rate 0.68% among 340,000. AID 504582, 2011; in the data active means growth rescue above about 28%, passing the limit was not always enough;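 further: yeast W303a lacking pdr1 and pdr3 grown in galactose medium; growth measured after three days at 30 °C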
Mtb BioA inh – M. tuberculosis BioA enzyme inhibitors, primary screen, biochemical, plate reader, single point, HTS; 7,8-diaminopelargonic acid synthase BioA (Mycobacterium tuberculosis); purified M. tuberculosis BioA enzyme; AID 602481, 2012; inhibition, % at 9.99 µM; hit rate 0.096% among 360,000; in the data active means inhibition above about 40%
Y pestis TopoI – Yersinia pestis topoisomerase I inhibitors, primary screen, biochemical, cleavage product accumulation, plate reader, single point; DNA topoisomerase I (Yersinia pestis CO92); Y. pestis Topo-I cleavage product accumulation; activity, % at 10 µM; hit rate 0.064% among 360,000; in the data active means activity above about 50%, passing the limit was not always enough; further: inactives centre near 2
* = called active by the depositor; i = inactive; . = not tested or not shown.

Start of the data: the first 5 records, ahead of the listing:
SMILES | GDH-TPI inh | TcdB GH inh | Mtb FBA inh | UGM FP inh | FadD28 binding | BH1578 lux ind | PfHsp40 yeast | Mtb BioA inh | Y pestis TopoI
COCCCNC(=S)N1CCN(c2nc(-c3ccc(Cl)cc3)cs2)CC1 | 0 | 0.1 | 0 | . | -1.9 | i | . | 0.5 | 12
Cc1ccc(-c2cc(-c3ccc(C)cc3)[n+](-c3ccc(C(=O)O)cc3)c(-c3ccc(C)cc3)c2)cc1 | 24 | -0.1 | 19 | 1.5 | -4.5 | -0.5 | -0.1 | 4.4 | 19
CCN(C(=O)COC(=O)c1oc2ccccc2c1C)c1c(N)n(Cc2ccccc2)c(=O)[nH]c1=O | 7 | 0.8 | 3 | 0.3 | -2.6 | 0.0 | -1.2 | -0.2 | 11
S=c1[nH]nc(-c2ccccn2)n1/N=C/c1ccc(Cl)cc1 | 7 | 15* | -1 | 2.2 | 0.7 | -0.4 | -1.2 | . | -2
COc1ccc(NC(=O)NCCN2CCN(c3cccc(Cl)c3)CC2)cc1 | -4 | 1.8 | 0 | -0.5 | -3.2 | -0.2 | 0.4 | -1.7 | 11

Main list, previewed entries included:
SMILES | GDH-TPI inh | TcdB GH inh | Mtb FBA inh | UGM FP inh | FadD28 binding | BH1578 lux ind | PfHsp40 yeast | Mtb BioA inh | Y pestis TopoI
COCCCNC(=S)N1CCN(c2nc(-c3ccc(Cl)cc3)cs2)CC1 | 0 | 0.1 | 0 | . | -1.9 | i | . | 0.5 | 12
Cc1ccc(-c2cc(-c3ccc(C)cc3)[n+](-c3ccc(C(=O)O)cc3)c(-c3ccc(C)cc3)c2)cc1 | 24 | -0.1 | 19 | 1.5 | -4.5 | -0.5 | -0.1 | 4.4 | 19
CCN(C(=O)COC(=O)c1oc2ccccc2c1C)c1c(N)n(Cc2ccccc2)c(=O)[nH]c1=O | 7 | 0.8 | 3 | 0.3 | -2.6 | 0.0 | -1.2 | -0.2 | 11
S=c1[nH]nc(-c2ccccn2)n1/N=C/c1ccc(Cl)cc1 | 7 | 15* | -1 | 2.2 | 0.7 | -0.4 | -1.2 | . | -2
COc1ccc(NC(=O)NCCN2CCN(c3cccc(Cl)c3)CC2)cc1 | -4 | 1.8 | 0 | -0.5 | -3.2 | -0.2 | 0.4 | -1.7 | 11
N#C/C(=C\c1cc(O)c(O)c(O)c1)C(N)=O | 16 | -12 | -16 | 0.4 | 2.3 | i | -0.9 | -2.1 | 2
COC(=O)c1sc2nc(CSc3ccc(Br)cc3)[nH]c(=O)c2c1C | 11 | 0.6 | -2 | -2.2 | -0.6 | -3.1 | -0.5 | . | 7
CC(C)[C@H](NC(=O)OC(C)(C)C)c1nnc(SCc2cccc(F)c2)o1 | 7 | . | -1 | 2.3 | -1.5 | -0.4 | -1.2 | 6.8 | 34
Cc1ccc(S(=O)(=O)CCNC(=O)Cc2ccccc2)cc1 | 6 | 0.8 | 7 | 0.3 | 0.3 | i | 0.3 | 0.7 | 3
COc1ccccc1OCC(=O)Nc1ccc(Cl)cc1C(=O)c1ccccc1 | 4 | . | 2 | -1.7 | -1.1 | -0.3 | 1.1 | -1.9 | -7
CCOC(=O)c1csc(NC(=O)c2ccc(S(=O)(=O)N3CCCC3)cc2)n1 | 11 | 0.7 | 2 | -0.2 | -1.9 | -0.5 | -1.4 | -1.6 | 7
O=C(c1cccs1)c1coc2ccc(O)cc12 | -2 | . | -1 | 1.5 | -5.9 | i | 48* | -1.6 | -4
CCC1=NN(C(=O)Cc2ccc(OC)c(OC)c2)C(O)(C(F)(F)F)C1 (stereo unspecified) | -6 | . | 1 | -1.2 | -3.5 | -0.3 | 1.3 | . | -3
O=C(CNC(=O)c1ccc(Br)o1)NNC(=O)c1n[nH]c(=O)c2ccccc12 | 7 | 1.6 | -2 | -2.9 | 0.2 | i | 0.0 | -0.8 | 8
CCCCNC(=O)C1CC(c2ccccc2[N+](=O)[O-])=NO1 (stereo unspecified) | -4 | -0.4 | -1 | -1.9 | -3.2 | -1.3 | 0.3 | 2.1 | 7
Cc1ccc(Cl)cc1N1CCN(CC(O)COC(C)C)CC1 (stereo unspecified) | 7 | -0.5 | 2 | 0.1 | -0.8 | -3.6 | 0.6 | . | 9
Cn1c(CCNC(=O)c2ccco2)nc2cc(NC(=O)c3ccco3)ccc21 | 1 | . | 3 | -2.2 | -5.4 | -0.4 | 0.8 | 2.7 | 7
O=C(CNC(=S)NC(=O)c1ccc(Cl)cc1)c1ccccc1 | 10 | -1.3 | -2 | -2.3 | 0.9 | i | 0.3 | . | 2
COc1cc(CCC(=O)OCC(=O)Nc2nc(C)c(Cl)cc2Cl)cc(OC)c1OC | 9 | . | 1 | -2.8 | -1.1 | i | 0.0 | -1.7 | 18
O=C(Nc1nc2cc3c(cc2s1)OCO3)C1CCCCC1 | 11 | 1.4 | -1 | -0.9 | -6.8 | i | 5.7 | -1.6 | -2
CC(C)(C)c1ccc(C(=O)NNC(=O)C2CCCCC2)cc1 | -1 | 0.0 | 2 | -3.8 | -2.4 | i | -0.9 | . | 0
COc1ccccc1N1CCN(C2CCN(C(=O)COc3cccc(C)c3)CC2)CC1 | -5 | . | -2 | -1.7 | -3.3 | -0.2 | 0.7 | . | 14
CSC(=NC#N)N1CCN(c2ccccc2)CC1 | 7 | . | 0 | -3.6 | -3.0 | i | 0.8 | -0.1 | 5
CCN(CC)S(=O)(=O)c1cc(C(=O)Nc2nncs2)c(Cl)cc1Cl | 3 | . | -1 | -2.8 | -3.8 | -0.3 | -0.1 | . | -4
CCN(Cc1ccccc1)N=Nc1ccccc1 | 11 | 0.0 | -2 | . | -4.5 | -1.1 | . | -0.8 | 9

Further structures follow:
SMILES | GDH-TPI inh | TcdB GH inh | Mtb FBA inh | UGM FP inh | FadD28 binding | BH1578 lux ind | PfHsp40 yeast | Mtb BioA inh | Y pestis TopoI
CCOc1ccc(/C=C/C2=NNC(=O)CC2)cc1 | 30 | 2.2 | -2 | -0.7 | -0.1 | -0.3 | -1.4 | . | -2
Cc1nnsc1C(=O)Nc1ccc(S(=O)(=O)N2CCCCC2)cc1 | 3 | 3.3 | 0 | -1.5 | -2.5 | -0.1 | -0.2 | 1.2 | 0
Cc1cc(C(=O)NCc2ccco2)c2ccccc2n1 | -5 | 1.0 | -1 | -1.6 | -0.5 | 1.1 | -0.6 | -1.0 | 4
CCOc1cc(C)ccc1OCc1nnc(SCC(=O)c2cccc([N+](=O)[O-])c2)n1CC | 7 | . | 1 | 0.3 | -2.0 | -1.5 | -2.5 | . | 1
COc1ccccc1OCC(=O)Nc1cc(C)ccc1NC(=O)c1ccco1 | 3 | 3.7 | 0 | -0.3 | -0.1 | -0.9 | 0.0 | -0.8 | 7
COc1ccc(CN/C(C)=C(/C#N)C(N)=O)cc1OC | 1 | . | 1 | -0.9 | -1.1 | -0.3 | -0.9 | 0.8 | 8
N#CC1=C(N)C(C#N)(C#N)C(c2ccc[nH]2)C2CCCC=C12 (stereo unspecified) | -5 | -1.8 | 3 | 1.0 | -0.2 | i | -0.1 | -2.1 | -5
O=S(=O)(c1cccc2ccccc12)N1CCC2CC1c1cc(-c3ccc4c(c3)OCO4)ccc12 (stereo unspecified) | . | -8.6 | 1 | . | -0.6 | . | . | -6.7 | .
Oc1ccc(Br)cc1-c1ccn[nH]1 | 5 | 1.2 | -2 | 1.3 | -3.5 | -0.2 | 11 | 0.4 | 0
C#CCOCCOCCOCCNc1nc(N2CCN(C(=O)C([C@@H](C)O)n3cc([C@@H](N)CCCCN)nn3)CC2)nc(N2CCN(C(=O)[C@H](CCC(=O)O)n3cc([C@@H](N)[C@H](C)CC)nn3)CC2)n1 (stereo partly specified) | -2 | 0.1 | 6 | 0.3 | -0.4 | -1.9 | -1.6 | -6.0 | -6
CN1/C(=C/C=N/NC(=O)c2ccc([N+](=O)[O-])cc2)C(C)(C)c2ccccc21 | 7 | 0.9 | -5 | -0.7 | -1.2 | . | 2.0 | . | -8
COC(=O)c1ccccc1S(=O)(=O)N1CCC(C(=O)N(C)CCOc2ccccc2)CC1 | 3 | -3.0 | 0 | 3.9 | 0.1 | -0.9 | -0.1 | -0.4 | -5
CCN(CC(=O)Nc1ccc(NC(C)=O)cc1)C(=O)CCCN1C(=O)c2ccccc2C1=O | 0 | 3.0 | -4 | 2.7 | 0.4 | 0.9 | 0.4 | -1.0 | -1
Cc1cccnc1NC(=O)Nc1cccc2ccccc12 | -2 | . | 56* | 0.3 | -1.1 | i | -0.8 | 0.3 | 7
Cc1c(C(=O)O)cc(-c2ccccc2)n1Cc1ccccc1 | 0 | -0.9 | 3 | 2.4 | -0.9 | i | 0.4 | 0.2 | -1
N=c1oc2ccccc2cc1C(=O)Nc1ccccc1 | 0 | 0.1 | 4 | 0.3 | 1.4 | -1.2 | 3.0 | -1.8 | -9
O=C(NCCNS(=O)(=O)c1ccccc1)c1cc(OCC(F)(F)F)ccc1OCC(F)(F)F | 17 | . | -10 | 0.5 | 0.9 | -3.7 | -0.8 | 1.3 | -1
CC(C)(C)C(=O)NC1(C(F)(F)F)N=C2SCCN2C1=O (stereo unspecified) | 1 | . | -2 | -2.2 | -0.7 | i | -1.3 | 0.1 | 9
S=C(NC1CCCC1)NC1CC1 | 9 | 0.5 | 2 | 1.4 | -1.2 | -0.4 | -0.6 | -1.7 | -8
CCc1nn2c(=O)c(S(=O)(=O)Nc3ccc(Cl)cc3)c(C)nc2s1 | -2 | 1.2 | -3 | -1.5 | -2.1 | -0.1 | -0.5 | 2.7 | 10
O=C(NCCc1cccc(Cl)c1)c1ccc2c(c1)OCO2 | 4 | 1.9 | 2 | -1.3 | 0.4 | i | 0.0 | -1.1 | -2
COc1ccc(NC(=O)c2ccc(Oc3ncccn3)cc2)cc1 | 12 | . | 2 | 0.0 | -1.2 | -0.3 | -0.9 | 0.2 | 19
COc1ccc(NC(=O)CCCC(=O)c2ccccc2)cc1OC | 7 | 2.3 | -2 | 2.0 | 2.3 | i | -0.3 | 4.7 | 4
NC(=O)c1nsc(C(=O)N(c2cccc(F)c2)C(C(=O)NCC2CCCO2)c2ccc3ncccc3c2)c1N (stereo unspecified) | 4 | -5.8 | 22 | 0.4 | -1.3 | -0.2 | 0.1 | 1.9 | 8
COc1cc(CNCc2ccccc2C(F)(F)F)cc(OC)c1 | 2 | 3.1 | 8 | 0.7 | -5.9 | -0.7 | -1.1 | . | 6

Continued.
SMILES | GDH-TPI inh | TcdB GH inh | Mtb FBA inh | UGM FP inh | FadD28 binding | BH1578 lux ind | PfHsp40 yeast | Mtb BioA inh | Y pestis TopoI
CC(=O)C1=CCC(c2cccs2)N(S(=O)(=O)c2ccc(C)cc2)C1 (stereo unspecified) | . | 2.0 | 1 | . | -4.7 | . | . | 4.4 | .
Cc1ccc(Cc2c(-c3ccco3)nc3ccc(Br)cn23)cc1 | . | 3.8 | -5 | . | -7.4 | . | . | 2.1 | .
CC1CN(C(=O)c2ccc(C(=O)c3ccccc3)cc2)CC(C)O1 (stereo unspecified) | 5 | 1.7 | 2 | -2.3 | -0.1 | -5.0 | -0.2 | 0.1 | 1
CSCCC(NC(=O)c1cccc(S(=O)(=O)N2CCOCC2)c1)C(=O)Nc1cccc(C)c1 (stereo unspecified) | -2 | -0.3 | 7 | 1.1 | 0.3 | -0.3 | -1.2 | -2.4 | 1
CSCCC(NC(=O)c1ccccc1)C(=O)N(C)CC(=O)Nc1ccc(N2CCOCC2)cc1 (stereo unspecified) | -1 | 0.7 | -6 | -0.3 | -4.2 | -0.2 | 18 | 0.0 | 23
CC(C)(C)C(=O)NC(=S)NCCc1ccccc1 | 7 | . | -2 | 1.0 | -2.7 | i | 1.0 | 2.7 | 11
